High-throughput results (PubChem BioAssay)
P. falciparum M17LAP – P. falciparum M17LAP inhibitors, primary screen, biochemical, fluorogenic H-Leu-NHMec substrate, 1536-well (AID 1619) | inhibition, % at 30 µM, or IC50 in µM where a hit was titrated | 220,000 compounds, 0.38% hits | recombinant M17LAP, H-Leu-NHMec fluorogenic kinetic assay; higher % means a stronger effect;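 active means compound inhibiting the enzyme by more than half at any dose during confirmatory dose-response retesting; inconclusive means strong single-dose inhibitors picked by rank but not retested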;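 further: plate controls were full reaction with DMSO carrier for no effect and no enzyme background for full effect; strong numbers were not always called active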
Dynein transport – blocks dynein driven cargo transport along microtubules; 3617.4 mouse cells, GR-EGFP nuclear translocation imaging; test concentration mostly 20 µM; stimulated with dexamethasone, 1 µM; hits give low values; z-score, hits read low; 220,000 compounds, 0.47% hits; AID 1381;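 active means plate z-score of nuclear minus cytoplasmic receptor signal below a set negative limit, without overly bright fluorescence or cell loss, cut at about -3.5 in these data, passing the limit was not always enough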;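 further: z-score of nuclear minus cytoplasmic ring GR-EGFP intensity difference per well; some compounds called inactive have numbers as strong as hits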
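Also added: dexamethasone, 1.0 µM final. Medium: tet-free, stripped-serum medium. Detection: fixed, Hoechst-stained cells imaged at 10x for EGFP. Read-out: nuclear-to-cytoplasmic GR-EGFP distribution per well. Times: induction 48 h, compound 1 h, agonist 30 min.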
Hep lipid drop – modulators of hepatic lipid droplet formation; AML12 mouse hepatocytes, oleate lipid droplets, BODIPY imaging; inhibition, % at 6.5 µM; 240,000 compounds, 0.4% hits; AID 1656;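 active means lipid droplet intensity inhibited by at least 50%, with more than 500 cells counted; inconclusive means wells with under 300 cells, treated as cytotoxic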
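Technique: fluorescence imaging, 20x objective, two fields per well / Assay system: AML12 hepatocytes (mouse) / Measure: % inhibition of lipid droplet signal / Doses: 6.5 µM single-point dosing / Incubation: overnight exposure / Reagent: 100 µM oleic acid challenge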
Autophagy mod – modulators of autophagy. 190,000 compounds, 0.98% hits. calls only at 10 µM (by protocol). MEF GFP-LC3 puncta imaging; test concentration mostly 10 µM;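 active means percentage of spot-positive cells more than 3 SD above its plate mean, without a fluorescence outlier flag or 80% toxicity; inconclusive means no clear call, values can overlap the other calls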;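 further: spot-positive cell cutoff set from DMSO-treated cells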
Yfh1-depleted yeast – enhancers of respiration in Yfh1-depleted yeast, dose response, Friedreich's ataxia, plus single-dose screen (AID 1465); fold induction at 50 µM, or EC50 in µM where a hit was titrated; 220,000 compounds, 0.074% hits; S. cerevisiae Yfh1-off respiration, WST-1 reduction, 72 h; higher fold induction means a stronger effect;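 active means fold induction of absorbance versus untreated yeast above a set limit, then at least 30% activation at any dose in follow-up; inconclusive means repeats straddling the limit, or above it without dose testing; inactive means fold induction below the set limit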;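 further: activators that raise dye reduction in frataxin-depleted yeast; strong numbers were not always called active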
CSM14.1 death rescue – rescue of cells from ER stress-induced death, primary screen, 384-well, CSM14.1, thapsigargin, ATP luminescence (AID 1222); CSM14.1 thapsigargin-induced death rescue, ATP luminescence; higher % means a stronger effect; one-dose cellular ATP content (survival), % at 20 µM; EC50 in µM for titrated hits; 190,000 tested, under 10 active;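 active means EC50 below 50 µM in the dose-response confirmation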;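 further: death triggered by thapsigargin at about 15 µM added after 2 h compound pretreatment; cell ATP read after overnight thapsigargin exposure of roughly 18 to 22 hours; normalized against plate controls of thapsigargin alone and 5% DMSO vehicle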
MT stabilizer – microtubule stabilization, imaging screen | HeLa tubulin immunostaining HCS, 24 h; share of cells brighter than vehicle mean+2SD | % tubulin-high responders, % at 10 µM | 200,000 compounds, 0.83% hits | AID 2205;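 active means plate Z-score above 3 for both tubulin-high and condensed-nucleus cell shares, with cell loss under 80%, at 10 µM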;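 further: anti alpha tubulin signal scored within the nucleus-defined area of each cell; some results filed as inactive read as strong as hits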
M1AAP inhibition – malaria alanyl aminopeptidase activity blockers – biochemical, fluorogenic H-Leu-NHMec substrate, 1536-well (AID 1445). recombinant M1AAP, H-Leu-NHMec fluorogenic kinetic assay; higher % means a stronger effect. inhibition, % at 30 µM, or IC50 in µM where a hit was titrated. 220,000 compounds, 0.42% hits;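 active means primary inhibition above the hit cutoff, then over 50% inhibition at one or more dose response concentrations, cut at about 23% in these data, passing the limit was not always enough; inconclusive means conflicting primary data, or primary hits not chosen for dose response; inactive means low primary inhibition, or under 50% at every dose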;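 further: plate controls were DMSO full reaction for no effect and no enzyme background for full effect; strong numbers were not always called active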
Insulin prom up – MIN6 insulin promoter up-regulation. MIN6 insulin promoter-GFP reporter, high-content imaging; hits give high values. z-score at 5 µM. 190,000 compounds, 0.3% hits;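 active means z-score above 3 at 5 µM with at least 500 cells counted in the well; inconclusive means wells under 500 cells, flagged as cytotoxic or low count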
Dynein transport cytoplasmic EGFP – recorded beside Dynein transport, whose call it bears; z-score; measured here: cytoplasmic GR-EGFP intensity; hits give high values
Dynein transport nuclear GR-EGFP – recorded beside Dynein transport, whose call it bears; z-score; measured here: nuclear GR-EGFP intensity;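 lower value marks the stronger effect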
Dynein transport cell count – recorded beside Dynein transport, whose call it bears; z-score; measured here: cell count per field
Insulin prom up cell count – recorded beside Insulin prom up, whose call it bears; cell count; measured here: cytotoxicity, nuclei count;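 total cells summed across four imaged fields per well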
Hep lipid drop cells 6.5 µM – second read-out of Hep lipid drop, no call of its own (marks repeat the call); cell count; measured here: cell count, cytotoxicity flag;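 cells counted across two imaged fields per well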
MT stabilizer Hoechst-high % – also measured in MT stabilizer; calls as there; % Hoechst-high responders; measured here: nuclear condensation Hoechst responders;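 share of cells brighter than vehicle mean plus two SD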
MT stabilizer cytotoxicity % – also measured in MT stabilizer; calls as there; toxicity, %; measured here: cytotoxicity by cell density;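 0% = mean cell density of plate MIN control wells and 100% = no cells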
Autophagy mod cell loss 18 h – further read-out of Autophagy mod, marked with its call; toxicity, %; measured here: cell loss, nuclei count;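 cell loss after 18 h compound exposure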
Numbers without * were called inactive; i = inactive; ? = inconclusive; · = not tested or not shown; + = active, no number.

SMILES	P. falciparum M17LAP	Dynein transport	Dynein transport cytoplasmic EGFP	Dynein transport nuclear GR-EGFP	Dynein transport cell count	Hep lipid drop	Hep lipid drop cells 6.5 µM	Autophagy mod	Autophagy mod cell loss 18 h	Yfh1-depleted yeast	CSM14.1 death rescue	MT stabilizer	MT stabilizer Hoechst-high %	MT stabilizer cytotoxicity %	M1AAP inhibition	Insulin prom up	Insulin prom up cell count
COc1ccc(-c2cc(N)n(S(=O)(=O)c3ccc(C)cc3)n2)c(OC)c1	14%	-0.31	-0.22	-0.17	-0.099	·	·	i	10	i	-0.4%	5.4	1.6	3.4	-2%	0.84	1199
O=[N+]([O-])c1cnccc1Nc1ccc(F)cc1	17%	-1	-0.24	-0.52	-0.39	14	747	i	12	i	-1.0%	2.3	1.9	2.6	7%	·	·
CCNC(=O)NC(=O)C(C)OC(=O)c1oc2ccc(OCC)cc2c1C (centres undefined)	-12%	-0.29	1.3	0.33	-0.19	-9	791	i	0	i	1.9%	1.7	1.4	4.5	-3%	0.35	1152
Cc1cc(C)n(-c2nc(SCC(=O)O)c3c4c(sc3n2)COC(C)(C)C4)n1	-6%	-0.18	-0.044	-0.15	0.1	6	717	·	·	i	·	·	·	·	3%	-0.45	1070
CC(C)n1c(NCc2c[nH]c3ccccc23)nc2ccccc21	7%	-0.11	-0.17	0.64	-0.43	-1	772	i	0	·	-1.6%	2.7	2.7	14	3%	-0.71	901
O=C(NC(Nc1nc2ccc([N+](=O)[O-])cc2s1)(C(F)(F)F)C(F)(F)F)c1ccccc1	8%	-0.67	-0.22	-0.39	1.1	-178	441	+	58*	i	1.2%	3.2	0.8	17	17%	·	·
C=CCn1c(SCC(=O)Nc2cc3oc4ccccc4c3cc2OC)nnc1-c1cnccn1	3%	-0.35	-0.27	-0.065	0.28	·	·	i	8	i	4.8%	5.4	5.4	4.7	3%	-3.1	622
Cn1c(NCc2ccccc2)nc2c1c(=O)n(Cc1ccc(Br)cc1)c(=O)n2C	-3%	-0.86	-0.027	-0.25	0.4	·	·	i	2	i	-1.6%	7.5	1.9	1.3	-1%	-1.3	1097
c1ccc(C(c2nnnn2Cc2ccco2)N2CCN(C3CCCC3)CC2)cc1 (centres undefined)	-12%	0.6	-0.2	0.69	-0.2	-9	703	i	-12	i	-0.5%	2.5	2.2	14	0%	0.29	1297
COc1ccc(-n2nc(C(=O)N3CCN(c4ccc(F)cc4)CC3)c3ccccc3c2=O)c(OC)c1	-3%	0.15	0.019	0.27	0.034	-1	693	i	-8	i	-0.1%	2.1	2.7	8.7	4%	-0.11	1115
O=C(CN1CCCC1)Nc1ccc(OCc2ccccc2)cc1	0%	-0.8	0.59	0.11	1.1	14	718	i	-5	i	-3.0%	3.6	1.8	10	6%	-0.26	1363
O=C(O)CC(c1cccc2ccccc12)n1cccc1 (centres undefined)	-13%	1.4	-0.11	1.2	-2.4	·	·	i	4	i	-1.1%	3.5	0.9	2.5	1%	0.09	1461
COC(=O)c1cc2ccsc2n1CC(=O)Nc1cc(C)cc(C)c1	0%	-0.03	-0.23	-0.28	0.21	-2	653	i	8	i	·	4.7	3.0	0.1	3%	0.22	1295
COc1ccc(CCC(=O)OCC(=O)c2cccc(OC)c2)cc1	-2%	-0.21	-0.33	0.56	-0.29	9	742	i	-7	i	5.8%	4.0	2.8	8.7	2%	-0.45	1152
CN1CCN(C(=S)Nc2ccccc2Cl)CC1	-2%	-0.53	-0.35	-0.36	0.79	7	758	i	-7	i	-2.4%	1.6	1.5	7.5	7%	-0.08	832
CCSc1nnc(Cc2cc(=O)[nH]c(=O)[nH]2)n1-c1cc(C)ccc1C	3%	-0.47	-0.21	-0.12	0.5	·	·	i	-12	i	-1.2%	2.6	2.1	0.9	-6%	0.55	1426
CCc1c(C(=O)NCc2ccccc2Cl)[nH]c(C)c1C(C)=O	-7%	-0.061	-0.33	-0.053	-0.013	·	·	i	14	i	0.4%	2.3	2.2	10	2%	0.7	1255
Fc1ccc(-c2cnc(-c3cccs3)o2)cc1	-1%	1	-0.15	0.41	-1.1	·	·	i	-1	i	0.1%	3.3	3.9	5.3	0%	1.3	1105
O=C1c2ccccc2NC(c2ccco2)N1O (centres undefined)	16%	-0.71	-0.24	-0.56	0.58	0	716	i	5	i	-1.3%	3.7	2.6	5.5	7%	0.74	1271
CNC(=O)c1cc(C)c(-c2ccccc2)s1	8%	-1.6	-0.11	-0.74	0.92	-2	670	i	3	i	-2.8%	5.6	2.8	5.1	0%	-0.12	1818
OCCCNC(c1ccccc1)c1ccc(O)cc1 (centres undefined)	9%	-0.84	-0.18	-0.24	0.51	7	763	i	-4	i	-1.2%	2.4	1.9	5.2	5%	-0.42	1289
Clc1cccc(/C=N/Nc2nc(Cl)nc3ccccc23)c1	-2%	-0.37	-0.19	-0.33	0.44	·	·	i	3	i	-2.0%	1.4	1.5	0.2	8%	0.01	1100
CCOC(=O)C(C)Oc1ccc(=O)n(-c2ccccc2)n1 (centres undefined)	1%	-1.1	-0.11	-0.37	0.62	6	742	i	2	i	-0.9%	1.9	1.9	11	1%	-1.1	941
CCCN(CCC)S(=O)(=O)c1ccc(C(=O)Nc2nnc(-c3cccc(OC)c3)o2)cc1	-6%	-0.11	-0.25	0.076	0.37	6	704	i	-7	i	-1.9%	3.6	1.4	9.4	-1%	-1	853
CCOc1ccccc1N1CCN(C(=O)c2ccncc2)CC1	2%	-0.6	-0.29	0.19	0.57	3	756	i	-3	i	-1.8%	3.8	1.9	3.5	10%	0.25	1241
CC(C)CNC(=O)c1oc2ccccc2c1COc1ccccc1	-12%	0.69	-0.22	1.5	-1.1	44	745	i	29	i	10%	4.2	1.4	2.3	-5%	-0.21	1429
CCn1c2ccccc2c2cc(Nc3cc(C)nc4ncnn34)ccc21	2%	-1.1	-0.13	-0.21	0.011	?	·	i	39	i	·	10	34	49	6%	·	·
COC(=O)CSc1nccc(-c2cccs2)n1	2%	1.4	-0.26	0.86	-2	8	711	i	0	i	·	3.3	3.7	8.8	7%	-1.1	1389
CCN(CC)CC(C)(C)NS(=O)(=O)c1ccc(Cl)cc1	-6%	1.2	-0.17	1.4	-1.9	·	·	i	8	i	-2.4%	11	2.1	6.8	-1%	-0.57	1064
CCc1ccc(N2C(=O)CC(NNc3nc4ccccc4s3)C2=O)cc1 (centres undefined)	-8%	-0.21	-0.19	-0.16	-0.09	18	736	i	6	i	1.6%	2.9	2.3	11	9%	-0.17	1421
COc1ccc(C2Nc3ccccc3C(=O)N2c2ccccc2)cc1CSc1ccccn1 (centres undefined)	1%	-0.16	-0.24	0.31	-0.028	-2	673	i	15	i	7.9%	7.8	2.4	6.3	4%	0.53	1520
Cc1cc(C)n(-c2ccc(F)cc2)c(=O)c1C(=O)O	8%	0.21	-0.25	0.37	0.23	·	·	i	0	i	-0.3%	2.6	2.8	11	-4%	0.29	1516
C#CCNC(=O)C1=C[C@H](c2ccccc2)[C@@H](CCCO)[C@H](OCC)O1	-3%	-0.8	-0.28	-0.14	0.14	7	697	i	-11	i	6.9%	4.0	1.3	8.0	5%	0.19	1425
CN(C(=O)c1ccc(S(=O)(=O)c2cccc(Cl)c2)c([N+](=O)[O-])c1)C1CCCCC1	-12%	-3.1	0.44	-1.8	-0.2	-3	627	i	0	i	-0.8%	8.7	7.7	23	-2%	0.66	1334
Cc1ccccc1NC(=O)CSc1nnc(C)c(=O)[nH]1	49%	-1.3	-0.26	-0.73	0.67	11	719	i	5	i	-0.3%	3.6	2.0	8.4	5%	0.56	1213
Cc1nnc(N/N=C/c2cc(C)n(-c3ccc(F)cc3)c2C)n1N	13%	-0.68	-0.26	0.44	0.3	5	586	i	12	?	14%	3.2	1.9	5.7	11%	·	·
COc1ccc(N2C(=O)CCC(C(=O)N(C)CCc3ccccn3)C2c2ccc(OC)c(OC)c2)cc1 (centres undefined)	8%	-0.6	-0.38	-0.16	0.92	10	783	i	3	i	-1.6%	3.1	1.9	8.0	14%	1.5	1133
O=C(O)CCCCCN1C(=O)CCC1=O	6%	-0.5	-0.024	-0.59	0.17	·	·	i	14	i	-2.5%	4.3	2.6	9.8	4%	0.3	1318
